# N370S GC mod – qHTS Assay for Inhibitors and Activators of N370S glucocerebrosidase as a Potential Chaperone Treatment of Gaucher Disease; Lysosomal acid glucosylceramidase (Homo sapiens), P04062; N370S GC spleen homogenate, 4MU-glucoside fluorescence; Potency, µM (top dose mostly 59.4 µM), without a hit: at the top dose activity change, negative = inhibition, most hits filed as inhibitors; 330,000 tested, 0.092% active; AID 2101, 2009;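 further: 0% = full enzyme activity and -100% = no enzyme basal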
# FEN1 inhibitor – qHTS Assay for the Inhibitors of Human Flap endonuclease 1 (FEN1); P39748; Recombinant FEN1 flap cleavage, fluorescence, 15 min; Potency, µM (series often up to 114 µM), without a hit: at the highest dose activity change, negative = inhibition, hits mostly inhibitors; 390,000 tested, 0.35% active; further: nearly all actives have a fitted effect of over 65% in size
# Target sequence (P39748 whole entry, looked up): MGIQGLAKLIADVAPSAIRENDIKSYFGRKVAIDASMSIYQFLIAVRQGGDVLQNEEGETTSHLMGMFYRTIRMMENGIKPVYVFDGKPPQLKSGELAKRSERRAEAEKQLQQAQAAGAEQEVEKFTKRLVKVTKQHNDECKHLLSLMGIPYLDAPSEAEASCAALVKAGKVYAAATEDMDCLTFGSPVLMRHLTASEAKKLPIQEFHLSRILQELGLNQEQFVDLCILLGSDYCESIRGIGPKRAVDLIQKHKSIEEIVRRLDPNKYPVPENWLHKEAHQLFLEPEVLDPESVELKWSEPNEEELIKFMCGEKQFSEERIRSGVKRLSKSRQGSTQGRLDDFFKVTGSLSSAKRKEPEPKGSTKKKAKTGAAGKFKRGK
#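 FEN1 at 10 nM preincubated with compounds 15 min at room temperature, then flap DNA substrate added at 50 nM final. Signal read at 0 and 15 min; concentration-response fitted with four-parameter Hill equation.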
# KAT2A inh – qHTS Assay for Inhibitors of GCN5L2; Histone acetyltransferase KAT2A (Homo sapiens), Q92830; GCN5L2 HAT assay, ThioGlo1 CoA-SH fluorescence; Potency, µM (doses to about 58.9 µM), for the others: at the highest dose activity change, negative = inhibition, actives largely listed as inhibitors; 390,000 tested, 0.21% active; AID 504327, 2011
#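 Enzyme at 20nM final was mixed with library compounds for 15 min at room temperature. Peptide H3(1-25) at 75uM, acetyl-CoA at 70uM and ThioGlo1 at 50uM were then added. Plates were read immediately and after 20 min (Ex340nm/Em540nm).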
# * marks the source's active call; other numbers are inactive results; ? = inconclusive; . = no result given; & = joins results of further samples; [ ] = remark or other dose. The call rests on the fitted dose curve; in most records, active means well fitted curve in the direction sought with a large enough effect; inconclusive means small, poorly fitted or top-dose-only effect, or another doubt; inactive means no such curve, though single readings can be large; an effect the other way counts as inactive or inconclusive. Unless noted, on the % scale 0 is the no-effect control and ±100 the full control effect; potency means the concentration at half of the fitted maximal effect.
SMILES,N370S GC mod,FEN1 inhibitor,KAT2A inh
Cn1c(=O)c2c(SCC(=O)NCc3ccco3)nc(-c3ccccc3Cl)nc2n(C)c1=O,-6%,-12%&-4%,-3%&-25%
O=C(O)c1cccc(NC(=S)NC(=O)C(c2ccccc2)c2ccccc2)c1,21%,14%,-1%
COc1ccccc1N(CC(=O)Nc1cc(C)cc(C)c1)S(C)(=O)=O,.,-3%,1%
O=C(c1c[nH]c2ccccc12)C(Cl)c1ccccc1 (stereo not drawn),1%,11%,18%
COC(=O)c1cc(C(=O)NCCCN2CCOCC2)cc([N+](=O)[O-])c1,1%,-12%,-4%
COc1cc(OC)cc(-c2nc(-c3cc4cc(C)ccc4nc3OC)no2)c1,-17%,-1%,0%
Cc1cc(C)c2c(N=NN(C)C)[nH]nc2n1,6%,-4%,-9%
Cc1cc(C)n2nc(SCC(=O)Nc3ccc(S(=O)(=O)N(C)C)cc3)nc2n1,.,-14%,1%
CCO[C@H]1OC(C(=O)N2CCN(Cc3ccc4c(c3)OCO4)CC2)=C[C@@H](C2CCCCC2)[C@@H]1CCCO,-23%,-22%,0%
Cc1ccc(C)c(NC(=O)CSc2cccc3cccnc23)c1,?,5%,-11%
CC(=O)Oc1ccc(C(C)=O)c2c1OCCO2,13%,-6%,-5%
CSc1nc2sccc2c(=O)[nH]1,3%,-4%,-6%
COc1ccc(SCc2noc(C(=O)NC(C)C)c2C(=O)O)cc1,.,16%,-3%
COc1cc(NC(=O)COC(=O)CCc2cc(OC)c(OC)c(OC)c2)cc(OC)c1,-7%,-1%,-2%
COc1ccc(NC(=O)CC23CC4CC(CC(C4)C2)C3)cn1,-4%,3%,-3%
CC(=O)Oc1cccc(N2C(=O)C3C4C=CC(C4=C(C)C)C3C2=O)c1 (stereo not drawn),0%,-11%,-4%
CC1CCC(NC(=O)c2ccc(NS(=O)(=O)c3ccc4[nH]c(=O)[nH]c4c3)cc2)CC1 (stereo not drawn),-2%,-2%,-3%
COc1ccccc1C(=O)NC(CCSC)C(=O)NCC(c1ccco1)N(C)C (stereo not drawn),8%,4%,-1%
CCN(C(=N)N=C(N)N)c1ccccc1,21%,-3%,7%
CCOc1cccc(-c2c(C(=O)N/N=C/c3ccncc3)nnn2-c2nonc2N)c1,-27%,4%,-2%
CCc1cccc(NC(=O)c2sc3nc[nH]c(=O)c3c2C)c1,.,8%,-7%
CCn1c2ccccc2c2nnc(SCC(=O)NCCOC)nc21,2%,1%,-5%
O=S(=O)(Nc1ccccn1)c1cccc(S(=O)(=O)c2ccc(Cl)cc2)c1,3%,-5%,9%
CCC(=O)N(CCc1ccccc1)Cc1cc2cc(OC)ccc2[nH]c1=O,2%,-11%,-8%
CCn1c(=O)cc(OCC(=O)Nc2ccc(C)cn2)c2ccccc21,-4%,0%,2%
Cc1ccc2nc(-c3ccc(SCC(=O)N4CCc5ccccc54)nc3)[nH]c2c1,3.2µM*,3%,-6%
S=C(NCc1ccccc1)N1CCn2cccc2C1c1ccncc1 (stereo not drawn),-3%,-3%,-5%
CCNc1c(NC(=O)c2ccccc2OCC)c(=O)oc2ccccc12,.,3%,-12%
CCN1CCN(c2nc3ccccc3nc2C(C#N)S(=O)(=O)c2ccc(C)cc2)CC1 (stereo not drawn),-5%,-10%,0%
O=C(CSc1nc2ccccc2[nH]1)NC1CCCC1,-5%,-4%,-13%
C=CCC[C@@H](Cc1ccc(F)cc1)C(=O)OC[C@@H](Cc1c[nH]c2ccccc12)NC(=O)[C@@H](CC=C)CC(=O)NCCO,.,?,-6%
Cc1cc(Cl)ccc1OCC(=O)NNC(=O)CCOc1ccccc1,.,14%,-4%
Cc1c(-c2cccc(NC(=O)c3ccc(F)c(F)c3)c2)nc2ncccn12,.,-18%,-22%
Cc1ccc(S(=O)(=O)NCC(=O)OCN2C(=O)c3ccccc3C2=O)cc1,-1%,5%,-4%
COc1ccc(/C=C(\NC(=O)c2cccs2)C(=O)NCc2ccco2)cc1OC,1%,5%,1%
COc1ccccc1/C=N/NC(=O)c1ccc(CN2C(=O)c3cccc4cccc2c34)cc1,-5%,7%,-21%
CCCS(=O)(=O)c1nc(S(=O)(=O)c2ccc(C)cc2)c(N2CCN(C)CC2)s1,-25%,14%,-2%
C=CCNC(=O)c1ccc(-c2nc(-c3ccc(Cl)cc3Cl)cs2)cc1,1%,-3%,-1%
O=C(c1csnn1)N1CCC[C@@]2(CCN(c3ccncc3)C2)C1,-3%,.,-7%
NS(=O)(=O)c1ccc(CCNCc2ccccc2OCc2ccc(Cl)cc2)cc1,?,-6%,1%

# Reprinted at random: seven entries already listed.
SMILES,N370S GC mod,FEN1 inhibitor,KAT2A inh
CCC(=O)N(CCc1ccccc1)Cc1cc2cc(OC)ccc2[nH]c1=O,2%,-11%,-8%
Cc1cc(Cl)ccc1OCC(=O)NNC(=O)CCOc1ccccc1,.,14%,-4%
COc1ccccc1/C=N/NC(=O)c1ccc(CN2C(=O)c3cccc4cccc2c34)cc1,-5%,7%,-21%
O=C(c1csnn1)N1CCC[C@@]2(CCN(c3ccncc3)C2)C1,-3%,.,-7%
CCN1CCN(c2nc3ccccc3nc2C(C#N)S(=O)(=O)c2ccc(C)cc2)CC1 (stereo not drawn),-5%,-10%,0%
C=CCC[C@@H](Cc1ccc(F)cc1)C(=O)OC[C@@H](Cc1c[nH]c2ccccc12)NC(=O)[C@@H](CC=C)CC(=O)NCCO,.,?,-6%
Cc1ccc(S(=O)(=O)NCC(=O)OCN2C(=O)c3ccccc3C2=O)cc1,-1%,5%,-4%

# One compound at a time, from the list above. Screens in order: N370S GC mod, FEN1 inhibitor, KAT2A inh
# Shown for Cc1c(-c2cccc(NC(=O)c3ccc(F)c(F)c3)c2)nc2ncccn12 : ., -18%, -22%
# Shown for CCNc1c(NC(=O)c2ccccc2OCC)c(=O)oc2ccccc12 : ., 3%, -12%
# Shown for CCN1CCN(c2nc3ccccc3nc2C(C#N)S(=O)(=O)c2ccc(C)cc2)CC1 (stereo not drawn) : -5%, -10%, 0%
# Shown for Cc1cc(Cl)ccc1OCC(=O)NNC(=O)CCOc1ccccc1 : ., 14%, -4%

# Additional results.
SMILES,N370S GC mod,FEN1 inhibitor,KAT2A inh
CCc1noc(C)c1C(=O)NNC(=O)c1ccccc1F,-1%,-2%,-1%
CCOC(=O)c1sc(C)c2c1NC(C)(c1ccccc1)NC2=O (stereo not drawn),30%,0%,-1%
CC(=O)c1c(C)[nH]c(C(=O)OCC(=O)Nc2ccc([N+](=O)[O-])cc2Cl)c1C,-1%,4%,1%
COc1ccc(N(C(=O)c2ccccc2C)S(=O)(=O)c2ccc(C)cc2)cc1,.,2%,-6%
CC(O)(CS(=O)(=O)Cc1ccccc1Cl)C(=O)Nc1cccc(C(F)(F)F)c1 (stereo not drawn),-1%,8%,-9%
CCCCCCCCCOC(=O)C(CC(=O)O)N1CCOCC1 (stereo not drawn),-1%,2%,-2%
Cc1ccc(C(C(=O)NC2CCCC2)N(Cc2ccco2)C(=O)CCC(=O)Nc2cc(C)on2)cc1 (stereo not drawn),-21%,-5%,-1%
O=c1cnc2ccccc2n1CC1CCCCC1,-2%,-2%,-3%
O=C(Nc1nnc(C2CC2)s1)c1cc2c(s1)CCCCCC2,3%,.,22%
COc1ccc(NC(=O)c2ccccc2SC)c(OC)c1,28%,14%,-2%
COc1ccc(C(CNC(=O)c2ccc(OC)c(S(=O)(=O)N3CCCC3)c2)N2CCCC2)cc1 (stereo not drawn),.,15%,-1%
CCOC(=O)C1C(=O)C=C(c2ccc(C)cc2)CC1c1ccco1 (stereo not drawn),.,-19%,-7%
C=CCn1c(CSCc2ccc(C)cc2)nnc1SCC(=O)NCc1ccccc1,-6%,5%,-12%
Cc1ccc(C2CC(c3cccs3)=NN2C(=O)c2ccc(Br)o2)cc1 (stereo not drawn),0%,-12%,-20%
O=C(OCN1C(=O)C(=O)c2ccccc21)c1ccc(Cl)cc1,6%,-3%,-10%
COc1c(C)cc(C(=O)C2CCCN(C(=O)c3ccoc3)C2)cc1C (stereo not drawn),20%,0%,-2%
CCOC(=O)Cc1cc(=O)n2[nH]cc(-c3cccc(Br)c3)c2n1,-4%,-1%,-20%
CSc1nc(C)cc(Oc2ccc(OCC(N)=O)nn2)n1,-3%,4%,0%
CCc1nn(CC(=O)Nc2ccc(N(CC)CC)cc2C)c(=O)c2cc3sccc3n12,.,5%,-3%
O=C(C1CCCN(S(=O)(=O)c2cccc3cccnc23)C1)N1CCc2ccccc21 (stereo not drawn),-9%,6%,-15%
O=C(CN1C(=O)COc2ccccc21)N1CCOCC1,1%,6%,?
Cc1ccc(C2CC2C(=O)NNC(=S)Nc2cccc(Cl)c2)cc1 (stereo not drawn),2%,10%,-11%
Cc1ccc(NC(=O)CSc2nnc(CN3CCOCC3)n2-c2ccccc2)cc1,2%,14%,2%
CCc1ccc(OCC(=O)NC(C)C)cc1,5%,16%,0%
CCN(CC)CCC(c1ccc(N(C)C)cc1)c1c(OC)cc(OC)c2c(C)cc(=O)oc12 (stereo not drawn),-2%,-23%,.
Cc1ccc2c(n1)sc1c(N)ncnc12,3%,-6%,-2%
Cc1ccc(NC(=O)c2c(C)oc3ccc(O)c(CN4CCCCC4)c23)c(C)c1,.,1%,-5%
COc1ccccc1N1CCN(C(=O)c2ccccc2SCC(=O)NCc2ccco2)CC1,-5%,2%,-24%
C=CCSc1n[nH]c(-c2cccs2)n1,-6%,17%,-2%
O=C(CCCN1C(=O)/C(=C/c2ccc3c(c2)OCO3)SC1=S)Nc1ccc(C(=O)O)cc1,-1%,-29%,-23%
Cc1ccc(C)c(NC(=O)CN(C)C(=O)c2ccc(S(=O)(=O)N(C)c3ccccc3)cc2)c1,.,-14%,2%
COc1ccccc1Nc1cc(C(=O)NC2CCC(C)CC2)c2ccccc2n1 (stereo not drawn),.,-7%,-6%
O=C(NN1CCOCC1)c1cc(-c2ccc(Br)s2)nc2ccccc12,-3%,17%,-3%
N#CC1(C#N)C(C(N)=O)C1c1ccccc1 (stereo not drawn),9%,-11%,1%
CCOc1ccccc1CN1CCN(CCCn2cccn2)CC1CCO (stereo not drawn),1%,-4%,-8%
CCOc1ccccc1N1CCN(C(=O)CNC(=O)c2ccc(OC)c(OC)c2)CC1,1%,5%,-22%
Cc1cc(NC(=O)C(C)C)ncc1NC(=O)c1cccc(F)c1,6%,8%,-6%
CCCn1c(C(C)Nc2nc(C)cs2)nc2cc(Cl)c(Cl)cc21 (stereo not drawn),10%,4%,-3%
CC1CCN(c2ccccc2NC(=O)c2ccc([N+](=O)[O-])o2)CC1,1%,3%,-1%
Cc1ccnc(NC(=O)c2cc3c(=O)oc4ccc(C)cc4c3s2)c1,-3%,1%,-4%
COCCCNC(=O)c1cc2c(-c3cccc(OC)c3)nn(C)c2s1,-8%,0%&-1%,?
COc1ccc(C(=O)Oc2ccc(/C=N/O)cc2)cc1,-22%,-20%,-11%
Fc1cccc(Cn2ccc(-c3ccc4c(c3)OCO4)n2)c1,-2%,-17%,0%
O=C(OCc1nnc(-c2ccccc2)o1)C1CCN(C(=O)c2ccc(Cl)cc2)CC1,-4%,-6%,-25%
COc1ccccc1-c1nn2c(C3COc4ccccc4O3)nnc2s1 (stereo not drawn),?,-3%,2%
Cc1[nH]c2ccccc2c1C(=O)COC(=O)c1ccc[n+]([O-])c1,10%,5%,?
COc1cc(/C=N/NC(=O)c2ccc(=O)[nH]n2)ccc1O,8%,-8%,-21%
COc1cccc(NC(=O)/C=C/c2ccc([N+](=O)[O-])cc2)c1,5%,1%,13%
COC(=O)N/N=C\C=C\c1ccc2c(c1)OCO2,-15%,-1%,-10%
CCCn1nnnc1NCc1cccc(Cl)c1,-5%,-8%,1%
CCc1ccc(C2c3c(oc4ccc(F)cc4c3=O)C(=O)N2c2nc(C)c(C(=O)OC)s2)cc1 (stereo not drawn),.,-7%,0%
Cc1ccc(-n2ncc3c(=O)n(CC(=O)N4CCN(c5ccccc5)CC4)cnc32)cc1,0%,0%,-5%
COc1ccc(N2CCN(Cc3cc(=O)oc4cc(C)c(Cl)cc34)CC2)cc1,2%,-1%,-2%
Cc1ccccc1C(=O)NC(=S)NCCN1CCOCC1,1%,-2%,1%
Cc1ccc(C)c(NC(=O)c2ccc3ccccc3n2)c1,11%,-12%,-5%[0.501 µM]
COc1ccc(OC)c(C2N(c3cc(C)on3)C(=O)C3CCCN32)c1 (stereo not drawn),6%,-9%,-1%
Fc1cc(NCc2ccccc2)nc(NCc2ccccc2)n1,-11%,-5%,-2%
O=C(NC1CCCCC1)c1ccc(CSc2nc3cccnc3n2Cc2ccccc2)cc1,.,18%,3%
CC(C)CN(C)C(=O)CCc1nnc(Cc2cccc(C(F)(F)F)c2)o1,-9%,1%,-6%
CCCc1cc(C(=O)N2CCCC(C(=O)c3cc(C)c(OC)c(C)c3)C2)n(C)n1 (stereo not drawn),-7%,12%,-2%
Cc1ccc(C(C)(C)C)cc1S(=O)(=O)Nc1nc2ccccc2nc1Cl,3%,-18%,-15%

# Compound activity: PubChem BioAssay, National Center for Advancing Translational Sciences (NCATS)

# A portion of the library; count on the stated rates, not on these rows.
